# Rev-RRE block: HIV Rev-RRE protein-RNA interaction inhibition; Rev peptide-RRE RNA binding, FRET; AID 704; hit rate 0.79% among 97,000; inhibition, % at 8 µM;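 active = inhibition above the screen-wide mean plus 3 SD, cut at about 35% in these data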;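 also: 0% = median DMSO wells and 100% = median Neomycin B control wells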
#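 assay system = Cy5-tagged RRE RNA duplex with fluorescein-tagged Rev peptide | incubation = 5 + 15 min at 25 °C | also added = labelled Rev peptide | measure = % inhibition of FRET ratio versus controls | benchmarks = DMSO wells as 0% and neomycin B wells as 100% inhibition | measured by = FRET fluorescence readout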
# FAK blocker: FAK (human) kinase inhibition; biochemical FAK kinase activity assay; inhibition, %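 (tested at 7 µM)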; hit rate 0.84% among 97,000; in the data active = inhibition above about 19%;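 also: 0% = DMSO and 100% = reference compound high control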
# PostGolgi yeast: growth inhibition of a yeast mutant, post-Golgi transport screen. inhibition, % at 10 µM. hit rate 0.9% among 98,000. post-Golgi transport phenotypic cell assay;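 also: yeast cells grown in 1536-well plates; yeast grown about 18 h at 30C before absorbance read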
# PostGolgi ctrl: inhibits growth of the yeast control strain; efflux-deficient yeast background strain, growth absorbance A615, 16 h; inhibition, % at 10 µM; hit rate 5% among 98,000; AID 738
# S1P2 ag: activates the human S1P2 receptor. O95136. S1P2-expressing cell line, agonist reporter read-out. activation, % at 4.5 µM. hit rate 0.46% among 97,000; in the data active = activation above about 16%;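 also: 0% = vehicle low control and 100% = maximal reference agonist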
# LYP inh 2: blocks human PTPN22 phosphatase activity; recombinant LYP catalytic domain, DiFMUP fluorescence; inhibition, % at 2 µM; hit rate 0.21% among 96,000; AID 640;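 active = inhibition at 2 µM at or above a set limit, the screen mean plus 3 SD, cut at about 24% in these data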;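 also: 0% = DMSO with enzyme and 100% = enzyme fully blocked by orthovanadate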
# PTPN22 act: LYP (human) phosphatase activation | Q9Y2R2 | recombinant LYP, DiFMUP fluorescence; 0 = plate median, 100 = signal doubled | activation, % at 2 µM | hit rate 0.11% among 96,000 | AID 697;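 active = activation at 2 µM above a set limit, the mean plus 5 SD, cut at about 37% in these data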
# S1P2 blocker: blocks the human S1P2 receptor; inhibition, % at 5 µM; cell-based S1P2 antagonist assay, inhibition at 5 uM; O95136; hit rate 0.21% among 97,000; in the data active = inhibition above about 45%;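 also: CRE beta-lactamase reporter cells expressing human S1P2 stimulated with S1P; 0% = agonist at EC80 alone and 100% = agonist plus reference antagonist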
# EphB4 antag: EphB4-ephrin-B2 interaction antagonism; hit rate 0.15% among 97,000; inhibition, % at 7 µM; P54760; AID 720; EphB4 LBD / TNYL-RAW-Alexa532 peptide, fluorescence polarization;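 active = inhibition above the screen-wide mean inhibition plus 3 SD, cut at about 15% in these data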;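 also: 0% = DMSO wells and 100% = excess unlabeled TNYL-RAW peptide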
# Target sequence (P54760 whole entry, looked up, the tested form may be a part): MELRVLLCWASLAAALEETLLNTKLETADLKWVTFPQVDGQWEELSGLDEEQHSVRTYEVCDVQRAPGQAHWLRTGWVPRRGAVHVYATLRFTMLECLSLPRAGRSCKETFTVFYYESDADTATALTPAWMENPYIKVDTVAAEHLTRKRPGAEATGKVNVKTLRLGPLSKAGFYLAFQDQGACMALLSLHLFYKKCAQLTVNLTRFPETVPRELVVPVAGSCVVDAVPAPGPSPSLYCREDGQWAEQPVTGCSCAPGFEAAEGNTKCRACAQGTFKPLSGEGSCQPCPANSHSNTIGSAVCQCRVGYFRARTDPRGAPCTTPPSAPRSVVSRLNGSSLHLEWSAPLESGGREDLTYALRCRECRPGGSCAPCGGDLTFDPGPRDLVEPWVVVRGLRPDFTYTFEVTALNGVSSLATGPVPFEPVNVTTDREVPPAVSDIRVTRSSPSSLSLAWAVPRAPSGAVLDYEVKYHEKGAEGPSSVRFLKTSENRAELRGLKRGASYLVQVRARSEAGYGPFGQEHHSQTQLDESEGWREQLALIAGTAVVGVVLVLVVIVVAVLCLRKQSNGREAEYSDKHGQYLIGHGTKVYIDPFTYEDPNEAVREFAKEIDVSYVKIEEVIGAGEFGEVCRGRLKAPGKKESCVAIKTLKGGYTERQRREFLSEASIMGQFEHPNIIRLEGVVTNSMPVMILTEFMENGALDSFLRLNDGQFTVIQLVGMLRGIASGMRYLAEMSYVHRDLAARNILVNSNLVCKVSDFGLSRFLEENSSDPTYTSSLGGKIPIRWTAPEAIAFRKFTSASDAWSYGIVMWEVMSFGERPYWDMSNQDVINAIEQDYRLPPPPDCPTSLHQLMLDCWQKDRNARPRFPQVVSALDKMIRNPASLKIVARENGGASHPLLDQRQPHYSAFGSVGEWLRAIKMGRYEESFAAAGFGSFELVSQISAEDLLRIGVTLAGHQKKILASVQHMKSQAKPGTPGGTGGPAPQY
# The depositor's hits bear a star; · = not tested or not shown. Rule as the data show it, unless noted: active = inhibition above about 30%; inactive = the rest.
SMILES,Rev-RRE block,FAK blocker,PostGolgi yeast,PostGolgi ctrl,S1P2 ag,LYP inh 2,PTPN22 act,S1P2 blocker,EphB4 antag
COc1ccc(NC(=O)CC2C(=O)N(c3cccc(OC)c3)C(=O)N2CCC(C)C)cc1 (stereo not drawn),8.5,2.5,6.4,4.5,-1.7,-2.5,5.0,-9.1,-7.2
COc1ccc(CN(CC(=O)NCC2CCCO2)C(=O)CCC(=O)Nc2cc(C)on2)cc1 (stereo not drawn),-1.1,-0.9,-1.0,7.7,1.1,6.0,-6.7,-2.5,-0.8
CCOc1cc(S(=O)(=O)n2cc(-c3ccc(F)cc3)c(N)n2)cc(OCC)c1OCC,5.8,0.3,4.2,7.9,-3.0,-1.2,0.5,-11.5,-9.0
CCCCNS(=O)(=O)C1CCS(=O)(=O)C1 (stereo not drawn),8.9,0.2,14.0,2.5,-5.1,11.9,-10.9,-9.7,-1.4
CCCC(=O)Nc1ccc(C(=O)N/N=C2\CC(=O)CC(C)(C)C2)cc1,3.2,0.9,3.3,-0.7,-2.2,5.1,-2.8,-2.1,5.5
CCOC(=O)c1ccc(N=c2sc(C(=O)OC)cc(=O)n2Cc2ccc3c(c2)OCO3)cc1,8.8,-3.7,-9.3,11.4,-3.3,-2.8,1.9,17.8,3.6
Cc1nnsc1C(=O)NNS(=O)(=O)c1ccccc1,12.1,1.9,1.6,37.7*,-5.5,2.5,1.6,18.8,-1.1
CCOc1cc(CNCCO)cc(Br)c1OCc1ccccc1Cl,7.2,-3.4,3.4,15.2,-4.1,-3.8,9.5,5.7,-4.8
CCOC(=O)c1[nH]cnc1C(=O)O,6.7,-1.3,-4.7,-4.2,-11.1,-3.5,2.7,6.8,5.3
O=C(NCCc1ccccc1)C1CCCN(C(=O)NC2CCCCC2)C1 (stereo not drawn),-2.1,-1.5,6.7,7.9,-2.4,-11.9,9.7,-7.7,-3.0
O=C(c1ccc(C#CC2(O)CCCCC2)cc1)N1CCN(C(c2ccccc2)c2ccccc2)CC1,-1.0,-0.1,11.7,4.7,-4.3,19.1,-17.8,-2.9,4.6
Cc1cc(C)nc(SCCS(=O)Cc2ccc(Cl)cc2)n1 (stereo not drawn),3.8,5.5,-4.3,-2.3,-6.8,14.8,-11.3,15.2,-5.2
CCOC(=O)C1=C(N)n2c(s/c(=C\c3cccnc3)c2=O)=C(C(=O)OC)C1c1cccnc1 (stereo not drawn),3.7,3.6,·,·,-3.2,-7.7,9.1,11.9,0.1
CCN1C(=O)C(CC(=O)NCc2ccc(Cl)cc2)N(CC)C1=O (stereo not drawn),7.3,-1.8,3.0,2.5,-2.5,-10.5,10.3,-15.4,2.3
COC(=O)c1ccc(NC(=O)c2cccc(OC)c2)cc1,-1.3,-2.3,3.2,8.0,-6.5,-22.3,19.0,0.7,-12.6
CCOc1cccc(N2C(=O)CC(N3CCC(C(N)=O)(N4CCCCC4)CC3)C2=O)c1 (stereo not drawn),-0.9,-0.9,-0.2,9.4,-2.5,-12.0,6.2,11.8,3.7
COc1ccc(NS(=O)(=O)c2ccc(Oc3ncccn3)cc2)cc1,1.0,-3.6,-1.1,2.2,-8.4,4.6,-5.4,-16.5,-1.8
CCCSc1nnc2n(N)c(=O)c3ccccc3n12,3.1,3.3,4.7,11.4,-5.2,-11.6,14.6,-17.8,4.6
CCOc1ccc(C2C=C(c3ccccc3)Nc3nnnn32)cc1 (stereo not drawn),21.4,3.5,0.8,9.6,-1.6,-3.2,0.6,-9.7,-7.2
COC(=O)c1ccc2c(=O)n(C3CCCCC3)c(SCC#N)nc2c1,5.0,6.4,4.0,7.0,-3.4,-0.5,-2.2,0.8,2.1
CCOCCCn1c(=N)c(C(=O)NCCN2CCOCC2)cc2c(=O)n3cccc(C)c3nc21,9.9,0.2,10.1,3.2,3.8,-0.6,-1.0,-8.8,-5.8
COC1(OC)N=C(N)C2(C#N)C(c3ccc4c(c3)OCO4)C12C#N (stereo not drawn),14.6,12.0,-0.3,0.8,-9.3,-2.1,1.0,12.9,3.6
O=C(NCCN1CCN(Cc2ccc([N+](=O)[O-])cc2)CC1)C(=O)Nc1ccccc1,0.6,4.8,-4.0,-3.4,-1.7,7.6,-2.6,-6.8,6.2
CCCCC(=O)N(c1ccc(C)c(C)c1)C1C=CS(=O)(=O)C1 (stereo not drawn),-4.8,-0.8,15.2,2.8,-8.7,2.4,-2.6,-5.3,-10.7

# 3 compounds from above, arranged by the value under FAK blocker, largest number first:
SMILES,FAK blocker
CCOc1ccc(C2C=C(c3ccccc3)Nc3nnnn32)cc1 (stereo not drawn),3.5
CCCSc1nnc2n(N)c(=O)c3ccccc3n12,3.3
CCN1C(=O)C(CC(=O)NCc2ccc(Cl)cc2)N(CC)C1=O (stereo not drawn),-1.8

# Next structures.
SMILES,Rev-RRE block,FAK blocker,PostGolgi yeast,PostGolgi ctrl,S1P2 ag,LYP inh 2,PTPN22 act,S1P2 blocker,EphB4 antag
CC(C)N(C(=O)N1CCC(c2nc(-c3ccncc3)no2)CC1)C(C)C,3.6,-3.1,-1.3,12.0,-8.7,5.3,-2.3,20.3,3.1
Oc1ccccc1-c1cc(-c2ccco2)[nH]n1,9.0,2.3,1.0,30.4*,-0.7,4.1,-3.1,16.9,-11.7
Oc1ccc(CNc2ccccc2)c2cccnc12,-0.8,-2.2,0.5,2.7,-2.7,-3.6,2.9,5.6,4.4
c1ccc(CN2CCN(CCCNc3ccc4nnc(-c5ccccc5)n4n3)CC2)cc1,13.6,8.4,-3.5,-2.6,-6.8,1.7,-3.4,15.7,-3.8
Cc1cc(C(C)(C)C)oc1C(=O)N1CCN(C(=O)c2oc(C(C)(C)C)cc2C)CC1,1.0,1.6,-7.1,14.3,-5.7,7.9,-7.4,1.8,0.4
Cc1ccccc1OCC(O)Cn1c2ccccc2c2ccccc21 (stereo not drawn),8.6,2.1,-5.7,38.5*,-5.3,4.3,-0.5,2.9,2.5
Cc1cc(C)nc(N/N=C/c2ccccc2)n1,-0.1,-0.6,8.0,2.3,-1.3,1.6,-1.5,5.0,-2.3
CC(=O)Nc1ccc(S(=O)(=O)NNC(=O)COc2ccc(C(C)(C)C)cc2)cc1,7.8,-0.5,-3.0,5.8,-3.2,-0.1,-2.9,-26.6,-4.2
CCOC(=O)CSc1nnc(Cc2ccccc2)n1Cc1ccco1,-0.3,-3.3,-4.7,10.1,-6.8,1.3,-0.8,-17.9,-7.4
COC(=O)c1cnn(-c2nc3c(C)cccc3s2)c1C,11.2,2.1,12.6,6.7,1.1,20.0,-17.7,-23.8,-1.5
C=CCN(CC=C)C(=O)Nc1cc(Cl)ccc1OC,8.3,1.3,-5.4,5.2,-1.4,1.4,-3.1,5.0,4.0
CCCC(C(=O)NC1CCCCC1)N(Cc1ccco1)C(=O)CNS(=O)(=O)c1ccccc1 (stereo not drawn),7.3,0.6,-4.8,9.4,-0.7,-6.0,7.8,-31.8,-5.9

# The closing four records of the part before are carried over, then new ones follow:
SMILES,Rev-RRE block,FAK blocker,PostGolgi yeast,PostGolgi ctrl,S1P2 ag,LYP inh 2,PTPN22 act,S1P2 blocker,EphB4 antag
CCOC(=O)CSc1nnc(Cc2ccccc2)n1Cc1ccco1,-0.3,-3.3,-4.7,10.1,-6.8,1.3,-0.8,-17.9,-7.4
COC(=O)c1cnn(-c2nc3c(C)cccc3s2)c1C,11.2,2.1,12.6,6.7,1.1,20.0,-17.7,-23.8,-1.5
C=CCN(CC=C)C(=O)Nc1cc(Cl)ccc1OC,8.3,1.3,-5.4,5.2,-1.4,1.4,-3.1,5.0,4.0
CCCC(C(=O)NC1CCCCC1)N(Cc1ccco1)C(=O)CNS(=O)(=O)c1ccccc1 (stereo not drawn),7.3,0.6,-4.8,9.4,-0.7,-6.0,7.8,-31.8,-5.9
CCn1c(SCC(=O)c2ccccc2)nnc1-c1cccs1,-3.0,0.7,12.5,20.6,-3.1,-6.1,3.2,-14.1,-5.0
N#Cc1nc(COc2cccc(Cl)c2)oc1NCc1ccco1,11.5,4.0,24.7,33.5*,-3.0,-0.2,-2.9,12.3,-8.7
O=c1c2ccccc2n2nnnc2n1-c1ccccc1,11.4,-1.6,14.1,2.5,-3.9,16.4,-13.3,-32.2,-1.1
CCNc1nc(Oc2ccc(=O)n(-c3ccccc3)n2)nc(N(C)C)n1,0.1,3.4,-3.6,1.1,-3.6,-3.1,5.3,-25.6,0.1
NC(=O)N1CCN(C(=O)c2ccco2)CC1,10.4,-1.4,4.0,12.7,-6.9,-6.6,7.5,11.8,3.5
CC(C)(C)C1=Nn2c(nnc2-c2ccco2)SC1,-0.5,0.3,4.7,10.4,-1.9,0.8,-1.5,-10.1,-1.3
N#CC1=C(O)CCCn2c1nc1ccccc1c2=O,8.1,9.8,-4.2,-2.3,-7.0,-0.8,-2.3,-7.6,3.7
CCCCCCn1c(N2CCC(C(N)=O)CC2)nc2c1c(=O)[nH]c(=O)n2C,3.7,-1.2,4.8,24.7,-10.0,-5.0,3.4,17.2,-0.6
CCOC(=O)c1sc2cc([N+](=O)[O-])cc(SCC(C)C)c2c1N,61.7*,-2.3,-18.9,-2.2,-4.4,3.5,-4.9,-4.5,6.0
CCOC(=O)c1c(NC(=O)c2cccs2)sc(CC)c1-c1cccs1,17.2,-0.8,0.4,10.8,-4.2,3.7,-0.4,10.2,6.3
CCC(C)(C)NC(=O)C(OC(=O)c1cc2sccc2n1C)c1ccc(OC)cc1 (stereo not drawn),1.2,2.5,24.2,8.4,-10.6,1.9,-4.0,-11.8,-4.4
Cc1nn(Cc2ccccc2)c(N)c1C#N,7.3,-2.2,-4.7,-7.6,-6.3,3.1,-2.6,-9.7,4.7

# From PubChem BioAssay
